Wnt bcat act – Wnt/beta-catenin pathway activation; hit rate 1.2% among 300,000; Wnt/beta-catenin reporter cell assay, activator, plate reader; activation, % at 9.35 µM; AID 743398; in the data active = activation above about 30%, passing the limit was not always enough; inconclusive = no clear call, values can overlap the other calls;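 also: 0% = neutral control wells and 100% = positive control wells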
Rtt109 Vps75 – inhibitors of Candida albicans Rtt109/Vps75 histone acetyltransferase | inhibition, % at 34.9 µM | Q5AAJ8 | hit rate 0.16% among 330,000 | purified Rtt109/Vps75, ThioGlo CoA-SH fluorescence, 4 h;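 active = inhibition of at least 50% in every replicate; inconclusive = best replicate reaches 50% inhibition but some replicates fall short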
Target sequence (Q5AAJ8 whole entry, looked up): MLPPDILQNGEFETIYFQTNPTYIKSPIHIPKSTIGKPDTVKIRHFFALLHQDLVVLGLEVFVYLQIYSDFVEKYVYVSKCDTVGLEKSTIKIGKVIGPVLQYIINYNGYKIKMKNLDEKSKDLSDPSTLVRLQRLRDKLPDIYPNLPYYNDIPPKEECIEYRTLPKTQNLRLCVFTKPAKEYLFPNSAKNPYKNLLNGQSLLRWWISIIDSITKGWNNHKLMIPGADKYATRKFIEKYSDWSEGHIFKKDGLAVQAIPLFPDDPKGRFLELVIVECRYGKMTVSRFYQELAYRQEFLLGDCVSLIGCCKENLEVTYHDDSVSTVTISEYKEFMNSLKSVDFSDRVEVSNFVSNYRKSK
CAL PDZ FP – inhibitors of human CAL PDZ peptide binding. AID 504414. purified CAL PDZ, TMR-peptide fluorescence polarization, 1 h. inhibition, % at 20 µM. hit rate 0.02% among 330,000. Q9HD26;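 active = highest replicate inhibition of at least 40%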;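 also: plate controls were DMSO neutral control wells for no effect and unlabeled competitor peptide control wells for full effect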
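Material: tagged CAL PDZ protein CerCALP, purified; buffer or medium: sodium phosphate/NaCl buffer pH 7.4 with TCEP, IgG, Thesit; also added: fluorescent TMR peptide probe; schedule: 1 h incubation at room temperature before polarization reading; technique: fluorescence polarization from S- and P-plane intensities, G-factor corrected; control set: unlabelled peptide and DMSO controls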
AddAB inh – less growth of phage-infected E. coli with AddAB | E. coli expressing H. pylori AddAB, absorbance growth | inhibition, % at 11.9 µM | hit rate 0.29% among 330,000; in the data active = inhibition above about 12%;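 also: 0% = vehicle wells of infected cells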
PfHsp90 set2 – growth inhibition of yeast expressing Plasmodium Hsp90. S. cerevisiae expressing PfHsp90, BacTiter-Glo ATP, 48 h; yeast lacking PDR1 and PDR3 efflux regulators. inhibition, % at 9.4 µM. hit rate 0.32% among 310,000;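 active = every replicate shows inhibition above about 80%, whatever the replicate mean, limit read from the data; inconclusive = mean inhibition reaches the set limit but some replicate falls short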;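 also: 0% = DMSO neutral controls and 100% = 20 µM radicicol positive controls; yeast relying on Plasmodium falciparum Hsp90 in place of its own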
Ecoli viability – bacterial growth inhibition, counter-screen for AddAB inhibitors; hit rate 0.27% among 330,000; inhibition, % at 11.9 µM; E. coli V3065 growth, OD600 absorbance, 18 h;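 active = inhibition above the campaign's mean inhibition across all tested compounds plus 3 SD, cut at about 9.9% in these data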;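 also: uninfected addAB+ strain grown without phage in ampicillin broth; 0% = DMSO wells and 100% = ciprofloxacin 0.95 µg/ml wells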
PvdQ inh – blocks Pseudomonas aeruginosa PvdQ acylase activity; purified PvdQ acylase, fluorescence plate reader; inhibition, % at 10 µM; hit rate 0.063% among 340,000; in the data active = inhibition above about 30%, passing the limit was not always enough; inconclusive = no clear call, values can overlap the other calls;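 also: 0% = vehicle neutral wells and 100% = reference inhibitor wells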
phage Ecoli inh – E. coli growth loss with phage present; inhibition, % at 11.9 µM; AID 651602; growth absorbance; hit rate 0.26% among 360,000; in the data active = inhibition above about 11%
DAGLB inh – blocks human DAGLB lipase activity; Q8NCG7; HEK293T DAGLB membrane lysate, EnzChek fluorogenic substrate; inhibition, % at 5.17 µM; hit rate 0.059% among 340,000; in the data active = inhibition above about 34%;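 also: 0% = enzyme with vehicle and 100% = wells lacking enzyme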
Target sequence (Q8NCG7 whole entry, looked up): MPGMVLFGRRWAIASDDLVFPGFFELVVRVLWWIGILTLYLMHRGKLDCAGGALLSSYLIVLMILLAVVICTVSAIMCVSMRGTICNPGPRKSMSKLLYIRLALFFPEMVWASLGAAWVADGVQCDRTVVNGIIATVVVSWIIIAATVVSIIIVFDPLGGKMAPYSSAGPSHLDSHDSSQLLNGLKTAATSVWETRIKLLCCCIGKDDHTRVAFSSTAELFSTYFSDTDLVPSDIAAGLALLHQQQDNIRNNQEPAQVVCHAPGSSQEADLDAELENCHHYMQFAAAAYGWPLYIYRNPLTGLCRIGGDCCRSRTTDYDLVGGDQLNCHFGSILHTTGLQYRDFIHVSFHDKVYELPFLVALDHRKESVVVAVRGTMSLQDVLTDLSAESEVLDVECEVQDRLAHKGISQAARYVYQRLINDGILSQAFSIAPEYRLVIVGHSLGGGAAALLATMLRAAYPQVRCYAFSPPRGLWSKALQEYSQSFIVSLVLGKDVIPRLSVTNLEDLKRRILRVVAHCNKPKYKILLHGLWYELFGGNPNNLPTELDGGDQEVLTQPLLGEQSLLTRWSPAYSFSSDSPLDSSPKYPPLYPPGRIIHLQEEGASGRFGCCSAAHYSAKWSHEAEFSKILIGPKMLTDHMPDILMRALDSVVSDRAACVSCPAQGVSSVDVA
Tat export inh – inhibitors of E. coli Tat protein transport; E. coli MC4100 TorA-mCherry Tat export, fluorescence; inhibition, % at 10 µM; hit rate 0.036% among 340,000; AID 488895;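 active = mean replicate inhibition at least 50% and at least half of replicates individually reaching 50%; inconclusive = only one of the two criteria met; inactive = neither criterion met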;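 also: exported cargo escapes ClpAP degradation while cytoplasmic cargo is degraded and loses fluorescence; 0% = median of neutral control wells and 100% = median of NaSCN control wells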
The depositor's hits bear a star; ? = inconclusive; . = not tested or not shown.

Below each compound – Wnt bcat act | Rtt109 Vps75 | CAL PDZ FP | AddAB inh | PfHsp90 set2 | Ecoli viability | PvdQ inh | phage Ecoli inh | DAGLB inh | Tat export inh
> CCC(C)c1ccccc1OCCCNC1CCCC1 (stereo unspecified)
    -2 | 1 | -1.9 | 0.0 | 12 | -0.2 | -7 | 2.1 | -1 | 19
> CCOC(=O)N1CCN(C(=O)Nc2cccc(Cl)c2)CC1
    . | -12 | -2.2 | 0.4 | . | 0.1 | -9 | 3.6 | 0 | -5
> Cc1cc(C(=O)Nc2ccncc2)ccc1[N+](=O)[O-]
    6 | 0 | 0.0 | 0.3 | -22 | 1.0 | -11 | 3.1 | -2 | 5
> CCn1cc(C(=O)N(CCC(C)C)c2c(N)n(Cc3ccccc3)c(=O)[nH]c2=O)c(=O)c2ccc(C)nc21
    0 | 7 | 0.3 | 1.7 | -8 | 1.8 | 7 | 1.8 | -2 | 9
> CCc1ccc(NC(=O)c2cc(CC(C)C)on2)cc1
    59* | -6 | 0.5 | -1.8 | 7 | 3.1 | -1 | 2.7 | -11 | 6
> N#Cc1nc(-c2ccccc2Cl)oc1N1CCN(C(=O)c2ccco2)CC1
    0 | -6 | -0.6 | 1.9 | 2 | -2.7 | 2 | -0.2 | -4 | ?
> CCCn1c(SCC(=O)Nc2cc(Cl)ccc2OC)nc(O)cc1=O
    -2 | 1 | -2.5 | -1.1 | 2 | 1.4 | -3 | 0.9 | 6 | 12
> O=C(Cc1cccs1)Nc1ccc(-c2nc3ccccc3[nH]2)cc1
    . | -6 | -1.1 | 3.0 | 16 | -0.3 | -3 | 1.4 | -3 | 0
> O=C(CSc1nc2ccsc2c(=O)n1CC1CCC(C(=O)O)CC1)NCCc1ccc(Cl)cc1 (stereo unspecified)
    9 | 8 | -3.4 | -0.6 | 1 | -0.4 | -19 | 2.0 | -1 | 2
> COc1ccccc1NC(=O)NNC(=O)c1ccc(-c2ccccc2)cc1
    -2 | -2 | -1.3 | 1.8 | -6 | -0.4 | -13 | 5.7 | 0 | -14
> COc1ccc(NC(=S)NC(NC(=O)c2cccc(C)c2)C(Cl)(Cl)Cl)c([N+](=O)[O-])c1 (stereo unspecified)
    -11 | 8 | -0.1 | 0.7 | -3 | 0.0 | -8 | -0.6 | 6 | 1
> Cn1c(=O)oc2cc(S(=O)(=O)N3CCCC(C(=O)NCc4cccs4)C3)ccc21 (stereo unspecified)
    -1 | -4 | -1.0 | 0.1 | -39 | 0.9 | -12 | 2.2 | 2 | 22
> COc1ccc(S(=O)(=O)N2CCN(C(=O)c3cc(-c4ccccc4OC)n[nH]3)CC2)cc1
    0 | 7 | -4.5 | 3.1 | -62 | -0.7 | -14 | 2.3 | 5 | 0
> C=CCn1c(CNS(=O)(=O)c2ccc(Br)cc2)n[nH]c1=S
    0 | 0 | -1.6 | -1.7 | -14 | 0.3 | -9 | 0.9 | 2 | 2
> CC1CCCN(CC(O)CN)C1 (stereo unspecified)
    -3 | 5 | -0.8 | 3.0 | . | -0.6 | -17 | 1.0 | 1 | -1
> C#CCOCCOCCOCCNc1nc(N2CCN(C(=O)[C@H](CCCCN)n3cc([C@@H](N)[C@H](C)CC)nn3)CC2)nc(N2CCN(C(=O)[C@H](CCCCN)n3cc([C@@H](N)CC(N)=O)nn3)CC2)n1
    -2 | -4 | -3.4 | 2.1 | . | -0.8 | -11 | 3.4 | -1 | -9
> CC1=NN(c2ccccc2)C(=O)/C1=C\c1ccc(Br)s1
    . | 2 | -1.3 | 2.4 | 20 | -2.2 | -12 | 4.1 | 22 | 6
> N#CC1=C(N)OC(c2ccccc2)=C(C#N)C1c1ccc2c(c1)OCO2 (stereo unspecified)
    0 | -12 | -1.6 | -1.2 | -35 | 0.4 | 11 | -0.3 | 13 | -5
> O=C(CCc1nnc2ccc(NCc3ccccc3Cl)nn12)NC1CCCCC1
    2 | -4 | -1.4 | 4.2 | -10 | 0.8 | -12 | 1.1 | 2 | 0
> COc1ccc(C2C(C(=O)O)CC(=O)N2C2CCCCC2)cc1 (stereo unspecified)
    0 | -8 | -1.5 | 1.3 | 1 | 0.1 | -6 | . | 2 | 0

Full records, looked up by structure. Screens in order: Wnt bcat act, Rtt109 Vps75, CAL PDZ FP, AddAB inh, PfHsp90 set2, Ecoli viability, PvdQ inh, phage Ecoli inh, DAGLB inh, Tat export inh
`C#CCOCCOCCOCCNc1nc(N2CCN(C(=O)[C@H](CCCCN)n3cc([C@@H](N)[C@H](C)CC)nn3)CC2)nc(N2CCN(C(=O)[C@H](CCCCN)n3cc([C@@H](N)CC(N)=O)nn3)CC2)n1` in the list: -2, -4, -3.4, 2.1, ., -0.8, -11, 3.4, -1, -9
`N#Cc1nc(-c2ccccc2Cl)oc1N1CCN(C(=O)c2ccco2)CC1` in the list: 0, -6, -0.6, 1.9, 2, -2.7, 2, -0.2, -4, ?
`CCn1cc(C(=O)N(CCC(C)C)c2c(N)n(Cc3ccccc3)c(=O)[nH]c2=O)c(=O)c2ccc(C)nc21` in the list: 0, 7, 0.3, 1.7, -8, 1.8, 7, 1.8, -2, 9
`COc1ccc(NC(=S)NC(NC(=O)c2cccc(C)c2)C(Cl)(Cl)Cl)c([N+](=O)[O-])c1` (stereo unspecified) in the list: -11, 8, -0.1, 0.7, -3, 0.0, -8, -0.6, 6, 1

The results go on:
Below each compound – Wnt bcat act | Rtt109 Vps75 | CAL PDZ FP | AddAB inh | PfHsp90 set2 | Ecoli viability | PvdQ inh | phage Ecoli inh | DAGLB inh | Tat export inh
> C=CCN1C(=O)CSC1=Nc1ccc(C(=O)O)cc1
    -2 | -1 | -1.1 | 0.3 | 0 | 0.6 | -1 | -3.5 | -2 | 9
> C=C(C)[C@@H]1CC[C@]2(C(=O)O)CC[C@]3(C)[C@H](CC[C@@H]4[C@@]5(C)CC[C@H](O)C(C)(C)[C@@H]5CC[C@]43C)[C@@H]12
    7 | -2 | -0.9 | -3.2 | -12 | -2.2 | -12 | 4.6 | 3 | -6
> CC(C)(C)Nc1ncnc2c1cnn2-c1ccccc1
    19 | 4 | -1.3 | 0.7 | 27 | -1.6 | -15 | 2.8 | -6 | 0
> CC(CN1CCOCC1)c1ccccc1 (stereo unspecified)
    -1 | -9 | -3.0 | -0.6 | 3 | -1.6 | -15 | 2.6 | -2 | -1
> Nc1ccc(CCc2ccc(N)cc2)cc1
    2 | -5 | 0.4 | 2.4 | 22 | 0.9 | -17 | 0.5 | 1 | 10
> O=C(N/N=C1/CCCc2ccccc21)C(c1ccccc1)c1ccccc1
    . | -24 | 0.0 | -2.8 | -3 | -2.5 | -10 | 4.5 | -2 | -1
> Cc1cc(C)c2c(N)c(C(=O)Nc3ncc(C)s3)sc2n1
    -18 | -9 | 0.1 | 1.4 | 1 | 1.4 | 10 | -0.3 | 4 | 0
> O=C(NCCCc1ccccc1)c1cccc(NC(=O)C2CC2)c1
    -1 | 1 | -1.5 | . | 3 | . | 4 | 2.6 | -5 | -11
> O=C(CCS(=O)(=O)c1ccccc1)Nc1ccccc1N1CCOCC1
    -1 | -2 | -0.1 | -1.4 | . | -0.8 | 8 | 2.8 | 3 | 2
> O=C(CSc1ncn[nH]1)N1N=C2/C(=C\c3ccco3)CCCC2C1c1ccco1 (stereo unspecified)
    -3 | 13 | -1.6 | . | -3 | . | 3 | -0.2 | 0 | -2
> N#CC(c1ccc(Cl)nn1)c1ccc(Cl)cc1Cl (stereo unspecified)
    . | -11 | -2.4 | 1.5 | -18 | 1.3 | 114* | 2.2 | 3 | 1
> CCC(C)c1ccc2oc(-c3ccc(NC(=O)Cn4cnc5c(=O)n(C)c(=O)n(C)c54)cc3)nc2c1 (stereo unspecified)
    . | 3 | . | 4.1 | . | -1.7 | -12 | 0.9 | 2 | 4
> O=[N+]([O-])c1ccc2[nH]c3nc4ccccc4nc3c2c1
    6 | -6 | -0.7 | -1.9 | 2 | -1.6 | 5 | 2.3 | 3 | -10
> CCCn1c(N)c(C(=O)CN(C)CC(=O)Nc2c(Cl)cccc2Cl)c(=O)[nH]c1=O
    0 | -2 | 0.3 | -0.1 | -5 | 0.2 | -12 | -0.1 | 0 | 1
> CCCSc1nnc(Nc2ccccc2C)s1
    . | 4 | -3.7 | 1.9 | -11 | 1.5 | -2 | 2.6 | -3 | -2
> CC(C)C1N(C(=O)CN2CCCC2)CCN1S(=O)(=O)c1ccccc1 (stereo unspecified)
    . | -1 | -0.1 | 1.9 | -8 | -0.5 | -7 | -0.6 | -3 | 3
> O=c1cc(O)c(-c2ccc(Cl)c(Cl)c2)c(Cl)[nH]1
    -2 | . | -3.1 | 0.8 | -4 | 2.3 | 5 | 4.1 | 1 | -7
> C/C(=N/NC(=O)CN(c1ccccc1)S(=O)(=O)c1ccccc1)c1ccccc1O
    -2 | -1 | -2.3 | 5.8 | 16 | -1.0 | -8 | 1.5 | 7 | 1
> COCCNC(=O)c1c(CS(=O)(=O)c2ccccc2)noc1C(=O)NCc1ccccc1
    -3 | 2 | -0.8 | 0.0 | 10 | -1.0 | -15 | 2.2 | 1 | -5
> COC(=O)Nc1nnc(CCc2ccccc2)s1
    . | 0 | -0.8 | 1.2 | -51 | -1.6 | -11 | 1.7 | -1 | -1
> O=C(Cn1cnc2c(NCc3ccccc3)ncnc21)NCc1ccc2[nH]ccc2c1
    -1 | -6 | 0.6 | -0.1 | 14 | -2.9 | 0 | -0.1 | 0 | 2
> COc1ccccc1C(=O)Nc1ccc2oc(-c3ccc(F)cc3)nc2c1
    . | 4 | -0.8 | 0.5 | 13 | 0.8 | 9 | 1.1 | -3 | -6
> COc1cccc(N=CC=C2OC(C)(C)C(C)(C)O2)c1
    -2 | 1 | -0.7 | 3.8 | 32 | 2.7 | -10 | 2.9 | -3 | -2
> COc1cccc(C2Nc3cccc4cccc(c34)N2)c1
    9 | -4 | 0.2 | 2.1 | -1 | 4.0 | 5 | 2.3 | -1 | -3
> Cc1c(NC(=O)c2ccc(F)c(S(=O)(=O)N3CCOCC3)c2)c(=O)n(-c2ccccc2)n1C
    . | -1 | -0.3 | 0.9 | -13 | 0.6 | -30 | 2.8 | -1 | -1
> Cc1sc2ncnc(Sc3ccccc3C(=O)O)c2c1C
    -1 | -13 | -0.4 | 0.9 | -18 | 1.2 | -4 | 0.6 | 3 | 2
> CC(C)(C)CC(=O)NC(=S)N1CCCCCC1
    . | 11 | -1.4 | 1.9 | -13 | 1.5 | 1 | 2.4 | 0 | -10
> CCCn1c(SCC(=O)Nc2ccccc2N2CCCCC2)nc2c1c(=O)n(C)c(=O)n2C
    -1 | 22 | -3.4 | 0.3 | -5 | 0.5 | 1 | 2.9 | -7 | 8
> Cc1cccc2[nH]c(SCC(=O)O)nc12
    -1 | -4 | -0.9 | 1.6 | -27 | -0.9 | -16 | 2.6 | -2 | -6
> CCc1nnc(NC(=O)CSc2nc3ccccc3o2)s1
    . | 4 | 0.1 | -1.2 | -62 | 0.2 | -13 | -0.9 | 0 | 2

Ordered by the number under Wnt bcat act (ascending): three from the list above.
| Compound | Wnt bcat act |
| --- | --- |
| COc1cccc(N=CC=C2OC(C)(C)C(C)(C)O2)c1 | -2 |
| CCCn1c(SCC(=O)Nc2ccccc2N2CCCCC2)nc2c1c(=O)n(C)c(=O)n2C | -1 |
| COc1cccc(C2Nc3cccc4cccc(c34)N2)c1 | 9 |

Screens deposited in PubChem BioAssay by several laboratories.
